Screening results: PubChem, Sanford-Burnham Center for Chemical Genomics
ATG4B inh: blocks human ATG4B protease cleavage of LC3 substrate; Q9Y4P1; ATG4B cleavage of LC3-PLA2, NBD-HPC fluorescence, 1 h; inhibition, % at 8.33 µM; actives 0.51% (n = 340,000); AID 504462; in the data active = inhibition above about 40%
SENP8 block: blocks human SENP8 cleavage of Nedd8 substrate; Q96LD8; recombinant SENP8, Nedd8 substrate fluorescence; inhibition, % at 20 µM; actives 0.64% (n = 360,000); AID 602440; in the data active = inhibition mostly above about 40%, no sharp cut-off; inactive = mostly below about 27%
Target sequence (Q96LD8 whole entry, looked up): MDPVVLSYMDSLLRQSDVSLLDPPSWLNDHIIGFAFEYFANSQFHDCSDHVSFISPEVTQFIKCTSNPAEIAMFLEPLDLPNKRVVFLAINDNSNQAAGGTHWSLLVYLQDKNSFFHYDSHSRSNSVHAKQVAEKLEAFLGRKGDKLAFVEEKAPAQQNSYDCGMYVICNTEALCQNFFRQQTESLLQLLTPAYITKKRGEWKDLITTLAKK
HKDC1 inhibitor: HKDC1 (human) hexokinase inhibition | recombinant HKDC1, G6PDH/diaphorase resazurin coupled fluorescence | inhibition, % at 20 µM | actives 0.16% (n = 340,000);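 active = inhibition above about 35% when tested at 20 µM, limit read from the data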;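 note: plate controls were DMSO wells with enzyme for no effect and DMSO wells lacking enzyme for full effect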
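Incubation: 90 min at room temperature in dark / Material: recombinant HKDC1 (HK5) hexokinase enzyme, produced in-house / Quantity: enzyme 5 µg/mL final / Compound: one dose of 20 µM, 1% DMSO / Reagent: glucose and ATP substrates / Buffer or medium: Tris pH 8.0 buffer with MgCl2, Tween-20, BSA, BME / Technique: resorufin fluorescence at 613 nm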
GRIN3A LBD mod: modulates the human NR3A ligand-binding domain | NR3A LBD differential scanning fluorimetry, Tm shift; 0% = protein alone, 100% = glycine-bound protein | Tm shift relative to glycine control, % at 25 µM | actives 2.5% (n = 340,000);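 active = melting temperature shift of at least 10% of the positive control shift, at one fixed dose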
SENP6 inh: SENP6 protease inhibition; Recombinant SENP6 catalytic domain, aminoluciferin luminescence; inhibition, % at 10 µM; actives 1.8% (n = 330,000);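 active = inhibition above about 50% at the single tested dose, limit read from the data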;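 note: plate controls were DMSO wells with enzyme for no effect and DMSO wells lacking enzyme for full effect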
Target sequence (Q9GZR1 628-1112 limits assumed): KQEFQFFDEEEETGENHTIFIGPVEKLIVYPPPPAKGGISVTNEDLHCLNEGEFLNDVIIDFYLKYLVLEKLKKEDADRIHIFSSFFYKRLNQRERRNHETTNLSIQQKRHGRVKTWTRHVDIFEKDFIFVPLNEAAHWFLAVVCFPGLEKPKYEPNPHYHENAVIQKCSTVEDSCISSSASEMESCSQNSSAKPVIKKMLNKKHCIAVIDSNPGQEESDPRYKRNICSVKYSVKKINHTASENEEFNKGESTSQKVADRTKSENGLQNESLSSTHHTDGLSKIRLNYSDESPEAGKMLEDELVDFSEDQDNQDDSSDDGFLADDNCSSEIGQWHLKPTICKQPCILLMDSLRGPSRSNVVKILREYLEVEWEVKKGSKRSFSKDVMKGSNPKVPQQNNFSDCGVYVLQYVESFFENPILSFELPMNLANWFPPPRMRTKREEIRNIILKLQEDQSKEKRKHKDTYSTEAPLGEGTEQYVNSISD
PfGluPho inh: PfG6PD (Plasmodium falciparum) enzyme inhibition | PfGluPho enzyme, NADPH resazurin-diaphorase fluorescence | inhibition, % at 20 µM | actives 0.78% (n = 350,000) | AID 504690;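 active = inhibition reaching at least a set limit at 20 µM in the primary screen, cut at about 59% in these data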;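 note: 0% = DMSO wells with substrate and 100% = DMSO wells lacking glucose-6-phosphate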
SENP7 inh: blocks the human protease SENP7. Q9BQF6. actives 1.5% (n = 330,000). recombinant SENP7, Z-RLRGG-aminoluciferin luminescence, 40 min. AID 434973. inhibition, % at 5 µM;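 active = inhibition above about 50% at the single test dose, limit read from the data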;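 note: plate controls were DMSO with enzyme for no effect and no enzyme buffer wells for full effect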
Target sequence (Q9BQF6 706-1050 limits assumed): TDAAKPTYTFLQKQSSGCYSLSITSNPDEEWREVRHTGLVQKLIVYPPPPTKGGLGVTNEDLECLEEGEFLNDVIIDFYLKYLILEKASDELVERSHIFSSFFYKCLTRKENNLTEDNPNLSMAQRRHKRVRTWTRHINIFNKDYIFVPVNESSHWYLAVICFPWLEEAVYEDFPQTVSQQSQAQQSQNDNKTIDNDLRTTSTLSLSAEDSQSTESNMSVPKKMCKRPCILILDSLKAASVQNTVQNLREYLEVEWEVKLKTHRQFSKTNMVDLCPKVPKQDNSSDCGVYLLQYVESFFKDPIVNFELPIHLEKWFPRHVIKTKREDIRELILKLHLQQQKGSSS
MPTP block: inhibitors of mitochondrial permeability transition pore | inhibition, % at 10 µM | isolated mouse mitochondria, Ca2+ swelling absorbance, 30 min | AID 602449 | actives 1.4% (n = 360,000);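 active = inhibition of 50% or more, scaled per plate between neutral and stimulator controls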;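 note: 0% = DMSO wells given calcium and 100% = 1 mM EGTA wells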
* marks the source's active call; other numbers are inactive results; i = inactive; · = not tested or not shown.

Start of the data: the first 4 records as a preview:
mol	MPTP block	SENP8 block	SENP7 inh	PfGluPho inh	GRIN3A LBD mod	SENP6 inh	HKDC1 inhibitor	ATG4B inh
O=C(NCc1ccc2c(c1)OCO2)C1CCC(CNS(=O)(=O)c2ccc(Cl)cc2)CC1 (stereo unspecified)	-0.6	5	-12	-21	2	1	-7	-6
Cc1cc(C)c(OCCCCNCc2ccccc2)c(Cl)c1	5.2	18	-3	5	0	-21	1	0
COCCNC(=O)Cn1cnc2ccc(S(=O)(=O)N3CCC(C)CC3)cc2c1=O	3.9	4	6	-27	-1	-3	1	7
CC1C/C(=N\Nc2ccc(S(N)(=O)=O)cc2[N+](=O)[O-])CC(C)(C)C1 (stereo unspecified)	7.2	21	2	25	-12	-11	-4	7

Main list, previewed entries included:
mol	MPTP block	SENP8 block	SENP7 inh	PfGluPho inh	GRIN3A LBD mod	SENP6 inh	HKDC1 inhibitor	ATG4B inh
O=C(NCc1ccc2c(c1)OCO2)C1CCC(CNS(=O)(=O)c2ccc(Cl)cc2)CC1 (stereo unspecified)	-0.6	5	-12	-21	2	1	-7	-6
Cc1cc(C)c(OCCCCNCc2ccccc2)c(Cl)c1	5.2	18	-3	5	0	-21	1	0
COCCNC(=O)Cn1cnc2ccc(S(=O)(=O)N3CCC(C)CC3)cc2c1=O	3.9	4	6	-27	-1	-3	1	7
CC1C/C(=N\Nc2ccc(S(N)(=O)=O)cc2[N+](=O)[O-])CC(C)(C)C1 (stereo unspecified)	7.2	21	2	25	-12	-11	-4	7
Cc1cccc(S(=O)(=O)C(C#N)c2nc3ccccc3nc2N2CCCC2)c1 (stereo unspecified)	0.4	-402	22	50	-4	26	10	-7
CCn1cc(CN2CCCC(C(=O)Nc3ccc(-c4nc5ccccc5[nH]4)cc3)C2)c(C)n1 (stereo unspecified)	0.2	-102	2	0	-6	4	2	5
O=C(CSc1nnc(-c2ccncc2)o1)NC1C2CC3CC(C2)CC1C3 (stereo unspecified)	4.8	14	-5	-15	-8	-14	13	-1
COc1ccc(OC)c(NC(=O)C(C#N)=Cc2ccco2)c1	-0.1	26	·	18	1	·	-5	-4
CC(C)=CC(=O)N1CCC(N2CCC(C(=O)NCC3CCCO3)CC2)CC1 (stereo unspecified)	-0.1	-24	10	-2	0	-19	-1	-10
CCc1ccc(N2CC(C(=O)N/N=C/c3ccccc3OC)CC2=O)cc1 (stereo unspecified)	1.3	1	8	32	1	2	-2	-1
Cc1occc1C(=O)Nc1cccc(C(=O)O)c1	-1.8	8	96*	0	-1	96*	-10	4
C/C(=N\N(Cc1ccccc1)c1ccccc1)c1cccnc1	4.1	14	-3	3	-1	-15	1	3
O=C(C1CCN(S(=O)(=O)c2cccs2)CC1)N1CCN(Cc2ccccc2)CC1	0.2	11	-6	-9	-4	-8	-4	-12
CCOC(=O)CCc1nn(C)c(=O)c2ccccc12	0.1	1	-9	28	-1	-20	-10	2
CCSCCNC(=O)c1cc(-n2cnnc2)ccc1Cl	-0.2	14	9	-7	-1	-5	-1	-1
Cc1ccc(/C(=N/Nc2ncnc3ccccc23)C(=O)O)cc1	-6.3	19	-2	-8	0	7	-3	1
Cc1cccc(OCc2nnc(SCc3nc4cc(C(F)(F)F)ccc4c(=O)[nH]3)o2)c1	7.8	-70	-5	5	16*	-1	-2	-5
Cc1onc(-c2c(F)cccc2Cl)c1C(=O)NCc1ccc(F)cc1	-0.3	15	4	3	-6	13	-3	-2
O=S(=O)(c1ccc(Cl)nc1)N1CCCCC1	-1.4	4	1	-9	0	-31	-9	2
CC(NCc1cccnc1)c1ccccc1 (stereo unspecified)	0.6	4	-4	-27	3	-10	-3	3
CCn1cc(C(=O)O)c(=O)c2ccc(C)nc21	-1.9	16	-2	2	0	-10	-6	1
CCOC(=O)c1nc(-c2ccccc2)oc1N(C)C	-8.4	-415	4	-17	0	11	11	-16
O=C(CC(NS(=O)(=O)c1ccc(Cl)cc1)c1ccco1)NC1CCCC1 (stereo unspecified)	-2.6	20	12	-2	0	14	3	-4
CC1CCCCN1S(=O)(=O)c1ccc2c(c1)CCN2C(=O)C1CCC1 (stereo unspecified)	5.9	13	-4	-17	-1	2	1	-5
CC(C)CNC(=O)C(=O)NNC(=O)c1ccco1	-1.2	4	7	-2	-2	-16	-11	2
Cn1c(SCC(=O)NC2CCCC2)nc2c(c1=O)SCC2	0.4	-2	-3	-10	1	2	-2	3
CCCCN1CC(O)=C(c2nc3ccccc3s2)C1=N	-0.3	-315	1	2	2	-10	2	-17
CN(C(=O)COc1ccccc1C(=O)NCCOc1ccccc1)c1ccccc1	51*	-6	-2	-10	-5	-8	-8	-10
O=C(O)C1CCCCC1C(=O)Nc1cccc(C(=O)N2CCCCC2)c1 (stereo unspecified)	-0.7	0	4	-9	-7	-4	-2	7
COc1ccc(S(=O)(=O)N2CCCC(C(=O)NC3CCCCC3)C2)cc1 (stereo unspecified)	0.0	18	4	19	0	-1	-2	-3
Cc1cc(NC(=O)COC(=O)C(Nc2ccc(C(F)(F)F)cc2Cl)C(C)C)no1 (stereo unspecified)	12	23	-3	25	6	-23	4	0
CCOc1ccc(C2NC(=O)NC(C)=C2C(=O)OC)cc1C (stereo unspecified)	-0.1	17	2	-14	-1	-12	0	-9
Cc1ccccc1Nc1nc(N)nc(CSc2nc3ccccc3s2)n1	-0.1	2	0	31	-16	5	3	-1
CCc1c(C)nc2nc(SCc3ccccc3)[nH]n2c1=O	1.5	11	6	3	3	15	-2	1
CCCCOC(=O)c1ccc(NC(=O)c2c(OC)cccc2OC)cc1	3.0	18	4	2	9	-2	-4	-19
O=C1OCCN/C1=C\C(=O)c1ccc(Cl)cc1	0.5	9	-5	-1	-1	-4	-2	-1
CCn1c(-c2ccc(N(C)C)cc2)nc2ccccc21	4.3	-247	36	13	-2	43	1	4
CC1=C(C(=O)OC(C)C)C(c2ccccc2Cl)CC(=O)N1 (stereo unspecified)	-0.5	3	4	4	-1	-13	7	-4
CC1C2CC(C(CN(C)C)/C2=N/O)C1(C)C (stereo unspecified)	-0.5	21	2	3	1	-7	8	3
C/C(=N/NC(=O)CNC(=O)C1COc2ccccc2O1)c1ccc([N+](=O)[O-])cc1 (stereo unspecified)	-0.3	14	6	5	-7	7	-2	-9
Cc1cc(NC(=O)CSc2nnc(-c3ccc([N+](=O)[O-])cc3)o2)no1	-0.7	-9	6	9	2	-3	-2	-7
Cn1c2ccccc2c2c(=O)oc3ccccc3c21	-0.3	-183	-5	-8	-2	·	-4	2
O=C(Nc1cc(S(=O)(=O)N2CCCCC2)ccc1Cl)C1COc2ccccc2O1 (stereo unspecified)	-0.4	4	0	-3	-2	-6	-9	-1
CC(C)CN(C(=O)c1ccc(=O)n(C)n1)c1c(N)n(Cc2ccccc2)c(=O)[nH]c1=O	-1.2	-14	-4	9	2	-13	-5	-11
Cc1ccc(-c2c3c(=O)n(C)c(=O)n(C)c3cn2CCCN2CCOCC2)cc1	-1.6	-119	-2	-16	2	-3	-10	-11
O=C(Nc1cccc(Cl)c1)N1CCSc2cc(Cl)ccc21	76*	21	-3	21	4	4	-4	-8
O=C(OCc1ccccc1)N1CCC2CC1c1cc(-c3ccc4c(c3)OCO4)ccc12 (stereo unspecified)	2.0	-6	·	13	0	·	0	9
Cc1nc2c(C(=O)N3CCCC3)cnn2c(C)c1Cc1c(F)cccc1Cl	-0.6	-273	10	2	-1	3	-6	2
Cc1cccc(NC(=O)Cn2c(=O)n(CC3CCCO3)c(=O)c3ccccc32)c1 (stereo unspecified)	-0.9	18	-4	-11	-1	-10	0	-1
CC(=O)Nc1cccc(C(=O)N/N=C/c2ccc(C)o2)c1	-0.9	-6	0	1	-1	8	11	-7
CS(=O)(=O)c1cccc(C(=O)Nc2cccc(S(=O)(=O)N3CCCC3)c2)c1	-0.4	1	-1	14	-2	5	-6	-6
Cc1cc(N2CCCCCC2)n2nc(C)c(-c3ccccc3)c2n1	0.6	-286	-3	3	4	3	0	-5
CC(C)(C)OC(=O)N1CCC(c2c(C(=O)O)cnn2-c2ccccc2Cl)CC1	0.0	12	-2	-3	-1	-12	-9	-3
C=CCOc1ccc(/C(O)=C2\C(=O)C(=O)N(CCCOC)C2c2ccncc2)cc1 (stereo unspecified)	-0.4	7	-3	-22	0	-19	-5	1
Cc1ccc(NC(=O)CSCC(=O)Nc2cc(S(=O)(=O)N3CCOCC3)ccc2OC(C)C)cc1	0.7	14	·	-8	0	·	-1	-4
CCn1nnnc1SCC(=O)Nc1cccc(C)n1	-0.4	15	-10	8	-1	-11	0	-10
CCOC(=O)[C@H]1[C@H]2COc3ccc(OC)cc3[C@@H]2N2C(=O)c3ccc(F)cc3NC(=O)[C@@]12C	-1.5	7	-11	0	-1	-13	-1	-4
CCC(C)N(C(=O)COC(=O)CNC(=O)c1sc2ccccc2c1Cl)C1CCS(=O)(=O)C1 (stereo unspecified)	-0.5	4	-13	-14	1	-5	-7	-2
COc1ccc(C(=O)N2C(=O)c3ccc(N)cc3C2=O)cc1	0.0	-295	8	-5	0	-2	-11	4
COc1ccc(S(=O)(=O)N(Cc2ccco2)Cc2cc3ccccc3[nH]c2=O)cc1	-0.9	-63	0	11	0	9	-4	3

The listing continues:
mol	MPTP block	SENP8 block	SENP7 inh	PfGluPho inh	GRIN3A LBD mod	SENP6 inh	HKDC1 inhibitor	ATG4B inh
COc1cc(OC)cc(-c2c(-c3ccc(F)cc3)c3cc(-c4cccc5[nH]ccc45)ccc3n2C)c1	1.1	i	-4	-13	6	-6	3	3
O=C(Nc1ccccc1Cl)Oc1ccc(Cl)cc1Cl	0.5	20	10	2	10*	0	0	-5
O=c1cc(-c2ccccc2)oc2ccccc12	0.5	43*	-1	16	1	-11	-1	-7
O=C(CSc1nnc(-c2ccncc2)n1Cc1ccccc1)NC1CCCCC1	-0.7	2	1	-16	-1	-5	-8	2
c1ccc(-c2noc(-c3ccc4ccccc4c3)n2)nc1	1.4	-64	100*	3	0	97*	-3	-3
COCCn1c(CN(C)Cc2ccccc2)nc2c1c(=O)n(C)c(=O)n2C	-0.6	2	-1	6	-3	-12	-2	-3
C=CCNCCCCOc1c(Cl)cc(C)cc1Br	-1.7	14	2	8	1	-7	3	3
COc1cc(OC)cc(C(=O)NC2CC(C)(C)NC(C)(C)C2)c1	-0.4	19	-4	-18	-2	-29	-5	-2
Cc1ccc(/C=N/NC(=O)C2(O)c3ccccc3-c3ccccc32)o1	0.5	1	7	4	0	8	-13	-7
CN1CCCC1CCNS(=O)(=O)c1ccc(Br)cc1 (stereo unspecified)	-2.1	38	-1	-12	3	-5	-4	-2
COc1ccccc1C(CNC(=O)c1ccc(NS(=O)(=O)c2ccc(F)c(C)c2)cc1)N(C)C (stereo unspecified)	0.9	3	1	-9	10*	-4	0	5
COc1cc2[nH]c(=O)n(CCC(=O)N3CC=C(c4ccccc4)CC3)c(=O)c2cc1OC	-1.4	-58	14	-17	2	10	2	-12
Cc1cc(OCC(=O)N2CCN(c3ccccc3)CC2)c2c(C)cc(=O)oc2c1	1.6	-50	0	-14	4	2	2	5
CC(C)Cc1cc(C(=O)O)c2ccccc2n1	-0.6	10	-4	8	0	-6	11	-6
CCCCCC(=O)Nc1ccc(N2CCN(C(=O)c3ccccc3)CC2)cc1	-2.6	21	1	-8	-3	-10	-6	-1
CCc1ccc(-c2cc(C)no2)cc1S(=O)(=O)N1CCN(C(=O)c2ccco2)CC1	0.1	20	-5	-16	-2	-4	-8	10
CCOC(=O)CSC1=C(C#N)C(c2ccco2)C(C(=O)Nc2cccc(C(F)(F)F)c2)=C(C)N1 (stereo unspecified)	0.9	-25	6	22	1	6	9	-11
